# HT1080 IDH1KD tx: toxicity to HT-1080 IDH1 knockdown cells (counter line); HT-1080 IDH1 knockdown viability, ATP luminescence, 48 h; Potency, µM (doses to about 46.1 µM), inactives show at the highest dose activity, negative = toxicity, hits mostly cytotoxic; hit rate 2% among 360,000; AID 686971;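 note: potency is the fitted concentration of half-maximal effect; 0% = DMSO wells and -100% = cell-free medium wells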
#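 HT-1080-IDH1KD cells (IDH1 knocked down), 750/well in RPMI with 5% FBS, treated with compound 48 h at 37 degrees C. Viability by CellTiter-Glo luminescence, normalised to DMSO and no-cell wells; concentration-response curves classed.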
# KB-3-1 cytotox: KB-3-1 parental cell cytotoxicity; KB-3-1 viability, CellTiter-Glo ATP luminescence, 72 h; Potency, µM (series often up to 46.1 µM), without a hit: at the highest dose activity change, negative = cytotoxic, most hits filed as cytotoxic; hit rate 1.4% among 400,000; note: potency is the fitted concentration of half-maximal effect; % is set by controls: 0 for no effect and ±100 for the full control effect; nearly all actives have a fitted effect of over 60% in size
#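 Cells are dispensed, compounds pinned in, plates held at 37 °C for 72 h, then CellTiter-Glo is added and luminescence read after 10 minutes. Cell line: parental KB-3-1 in phenol-red-free DMEM, 10% FBS.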
# SW480 rerep: inducers of DNA re-replication in SW480 colon cancer cells. Potency, µM (titrated, usually from 46.1 µM), inactives show at the highest dose re-replication activation, hits mostly activators. SW480 DNA re-replication, Hoechst DNA content imaging, 48 h. AID 624297. hit rate 1.8% among 340,000; note: potency is the fitted concentration of half-maximal effect; % of control where 0% means no effect; nearly all actives have a fitted effect of over 55% in size
#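 Image-based read-out: total Hoechst fluorescence of nuclei (405 nm excitation, 500-530 nm emission), with hits raising the fraction of high-intensity nuclei. SW480 colon cells incubated 48 hr with compounds at 37 C.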
# DRD3 agonist: activates the human D3 dopamine receptor. P35462. max activation, %. D3R DiscoveRx beta-arrestin cells, luminescence, 90 min. hit rate 0.58% among 410,000; in the data active = max activation above about 30%; note: 0% is about no effect; mostly tested at two doses, the higher about 12 µM
# Target sequence (P35462 whole entry, looked up): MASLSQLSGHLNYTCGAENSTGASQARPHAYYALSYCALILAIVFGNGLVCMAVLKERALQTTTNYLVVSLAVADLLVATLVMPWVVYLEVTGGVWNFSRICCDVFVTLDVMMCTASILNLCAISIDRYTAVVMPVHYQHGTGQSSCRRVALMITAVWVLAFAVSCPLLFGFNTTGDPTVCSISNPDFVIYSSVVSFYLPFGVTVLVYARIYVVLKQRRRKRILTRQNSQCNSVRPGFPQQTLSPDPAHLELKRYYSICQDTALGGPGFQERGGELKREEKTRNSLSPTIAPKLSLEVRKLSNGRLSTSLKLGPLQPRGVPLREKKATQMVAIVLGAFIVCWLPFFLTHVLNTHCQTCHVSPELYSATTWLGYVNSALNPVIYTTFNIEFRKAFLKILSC
#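 Agonist mode: compounds and dopamine controls were applied to plated cells for 90 min at 37 degrees C after an overnight attachment at 1500 cells/well. Luminescent read-out followed 30 - 60 minutes at room temperature with DiscoveRx detection reagent.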
# HT1080NT lethal: kills 2HG-producing HT-1080-NT fibrosarcoma cells | Potency, µM (titrated, usually from 46.1 µM), without a hit: top-dose activity, negative = less viability, most hits filed as cytotoxic | AID 686970 | HT-1080-NT fibrosarcoma viability, CellTiter-Glo ATP luminescence, 48 h | hit rate 1.6% among 360,000;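 note: NT is the 2HG producing partner of a matched IDH1 knockdown line; potency is the fitted concentration of half-maximal effect; 0% = DMSO-treated cells and -100% = media-only wells without cells; nearly all actives have a fitted effect of over 55% in size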
#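 Read-out is CellTiter-Glo luminescence after 10 minutes at room temperature, following 48 hours' compound treatment of HT-1080-NT cells (750 cells/well, RPMI, 5% FBS, 37 degrees C).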
# IL1B secr inh: blocks inflammasome-driven IL-1 beta release | THP-1 LPS/ATP IL-1B secretion, AlphaLISA, 16 h; active compounds read low | activity change, % at 57.5 µM | AID 743279 | hit rate 4.7% among 360,000; in the data active = activity change below about -50%; inconclusive = mostly about -30% to -49%; note: % is set by controls: 0 for no effect and ±100 for the full control effect
#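 THP-1 cells pretreated 1 hr with compounds (up to 57.5 uM final), then stimulated with LPS (250 ng/mL final) plus ATP (1.25 mM final); secreted IL-1B measured by AlphaLISA after 16 hr, decreased signal indicating inhibition.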
# GLP1R cytotox: cytotoxic in the GLP-1 receptor inverse agonist counter-screen; hit rate 0.13% among 410,000; Potency, µM (top dose mostly 38.3 µM), for the others: at the top dose activity change, negative = inhibition, hits mostly inhibitors; HEK293 cAMP-luciferase reporter cells, luminescence, 24 h; AID 624418;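 note: loss of luciferase light is scored as toxicity; potency is the fitted concentration of half-maximal effect; % is set by controls: 0 for no effect and ±100 for the full control effect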
#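 1536-well qHTS counterscreen of the MLSMR; 200 cells/uL, 12 h pre-incubation, 23 nL cpd, 24 h at 37 deg C 5% CO2, luciferase detection reagent, 12 min RT, luminescence. Inhibition = undesired.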
# MCF10A rerep: inducers of DNA re-replication in MCF 10A breast cells. MCF 10A DNA re-replication, Hoechst nuclear intensity, 48 h. Potency, µM (doses to about 46.1 µM), for inactives: top-dose activity, positive = re-replication, most hits filed as activators. hit rate 2.9% among 350,000. AID 624296; note: potency is the fitted concentration of half-maximal effect; % of control where 0% means no effect; nearly all actives have a fitted effect of over 50% in size
# KB-V1 cytotox: kills drug-selected multidrug resistant KB-V1 cells; KB-V1 MDR cells viability, CellTiter-Glo, 72 h; Potency, µM (series often up to 46.1 µM), without a hit: at the highest dose activity change, negative = cytotoxicity, hits mostly cytotoxic; hit rate 3.4% among 400,000; AID 1347076; note: potency is the fitted concentration of half-maximal effect; % is set by controls: 0 for no effect and ±100 for the full control effect; nearly all actives have a fitted effect of over 60% in size
#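 qHTS viability screen in drug-selected KB-V1 MDR cells: 72 h compound treatment at 37 degrees C, ATP luminescence end point.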
# * hit, by the source's call; i = inactive; ? = inconclusive; · = not tested or not shown; & = joins results of further samples; [ ] = dose if it differs, or a comment. Unless noted, calls come from the whole dose curve; as a rule, active = well fitted curve in the direction sought with a large enough effect; inconclusive = small, poorly fitted or top-dose-only effect, or another doubt; inactive = no such curve, though single readings can be large; an effect the other way counts as inactive or inconclusive.
# Values run as follows: HT1080 IDH1KD tx	KB-3-1 cytotox	SW480 rerep	DRD3 agonist	HT1080NT lethal	IL1B secr inh	GLP1R cytotox	MCF10A rerep	KB-V1 cytotox
> CCOc1ccc(NC(=O)C2CCCN2C(=O)NC2CCCCC2)cc1 (configuration not stated)
 : 5%	3%	-7%	13	5%	11	-5%	-4%	-20%
> Cc1ccc(Nc2nnc(SCC(=O)NCC3CCCO3)s2)cc1 (configuration not stated)
 : 1%	-14%	8%	-2	-1%	7	4%	12%	-9%
> Cc1ccccc1OCCn1c(-c2ccc(Cl)cc2)nc2ccccc2c1=O
 : ·	1%	·	-3	·	·	-1%	·	?
> COCOCCn1cc(CN2CCS(=O)(=O)N(Cc3ccc(-c4ccccc4)cc3)C(CC(C)C)C2=O)nn1 (configuration not stated)
 : ?	-20%	·	1	-10%	?	-18%	·	-18%
> CCOC(=O)c1sc2nc3c(cc2c1N)COC(C(C)C)C3 (configuration not stated)
 : 0%	1%	-1%	-3	4%	0	7%	20%	5%
> Cc1noc(C)c1S(=O)(=O)N(CC(=O)NCc1ccccc1Cl)c1ccc(C(C)C)cc1
 : ·	-2%	·	5	·	·	7%	·	-7%
> CCc1ccc(NC(=O)Cn2c(=O)n(CCCCC(=O)NCCc3ccccc3)c(=O)c3ccccc32)cc1
 : ·	-2%	·	-11	·	·	-11%	·	?
> CC(=O)Nc1cccc(NC(=O)CSc2ncc(-c3ccccc3)[nH]2)c1
 : -9%	1%	-8%	-1	2%	19	1%	3%	-2%
> COc1ccc(NC(=O)Cc2ccc(C)c(C)c2)cc1S(=O)(=O)N1CCCCC1
 : -8%	?	-5%	5	0%	?	-21%	0%	9.2µM*
> CCOC(=O)C1=C(C)NC(=O)NC1c1ccc(NC(C)=O)cc1 (configuration not stated)
 : -4%[9.24 µM]	-5%	4%	-15	-9%	-2	36%	0%	10%
> CCCN1Cc2cccc(C(=O)N3CCN(c4ccccc4)CC3)c2C1=O
 : 10%	0%	-14%	-4	19%	13	-19%	4%	0%
> CCOc1ccc2nc(SCc3ccccc3C#N)sc2c1
 : 8%	1%	-3%	2	20%	-22	-16%	5%	?
> Cc1cc(SCC(=O)OCC(=O)N2CCCC2=O)c(C)cc1Br
 : -1%	9%	-1%	-8	0%	2	14%	-2%	28%
> O=C(N/N=C/c1ccsc1)c1ccccn1
 : -4%	-3%	6%	7	-6%	-4	1%	2%	0%
> CCOC(=O)c1ccccc1NC(=O)COC(=O)CSc1ccccc1
 : 12%	12%	3%	4	-3%	-2	-3%	2%	15%
> C[C@H](CO)N1C[C@H](C)[C@@H](CN(C)Cc2cccc(C(F)(F)F)c2)OCc2cnnn2CCCC1=O
 : 3%	4%	·	1	3%	-3	-13%	·	1%
> CCCCC(=O)Nc1ccc(NC(=O)c2ccco2)cn1
 : 5%	-2%	-1%	2	0%	-14	0%	-1%	-12%
> CC1(C)N=C(N)N=C(N)N1c1ccc(CCCCc2ccccc2)cc1
 : 0.73µM*	?	·	-1	?	?	-16%	·	6%
> Cc1csc(NC(=O)c2cc[n+]([O-])cc2)n1
 : -15%	-8%	1%	-5	0%	-4	?	-1%	3%
> COc1ccc2[nH]c3c(c2c1)CCN1C(=O)N([C@@H](C)C(=O)NC2CC2)C(=O)[C@]31C
 : -2%	0%	3%	-23	2%	10	-6%	27%	14%
> CCN(C(=O)CSc1nnc2nc(C)cc(C)n12)c1ccccc1
 : 11%	1%	2%	-4	-10%	8	1%[7.66 µM]	0%	?
> C=CCn1c(-c2cccc(S(=O)(=O)N(CC)CC)c2)n[nH]c1=S
 : -3%	0%	-5%	-5	20%	17	8%	-1%	1%
> COc1ccc(-n2nc(C(=O)NCC(=O)Nc3cc(Cl)c(OC)cc3OC)c3ccccc3c2=O)cc1
 : 16%	13%	-2%	4	0%	7	-1%	0%	-26%
> COc1ccc(CCC(=O)NNC(=O)Nc2ccc(OC)c(OC)c2)cc1
 : 7%	-5%	-9%	2	11%	20	5%	-21%	1%
> CC1(C(=O)NS(=O)(=O)c2cccc(Cl)c2)CCN1C(=O)Cc1cccs1 (configuration not stated)
 : 0%	0%	·	8	0%	12	3%	·	4%
> COc1cc(-c2c(-c3ccc4c(c3)OCO4)noc2-c2ccsc2)ccc1F
 : 5%	-1%&-17%	2%	29	-5%	-17	-1%	?	-3%&-23%
> NC(CC(=O)OC1CCCCC1)C(=O)OC1CCCCC1 (configuration not stated)
 : 11%	4%	-12%	6	0%	-1	-1%	-7%	15%
> Cc1ccc(-c2noc(C3CCCN(C(=O)c4cccc([N+](=O)[O-])c4)C3)n2)o1 (configuration not stated)
 : -1%	-19%	-4%	0	-4%	15	-17%	-2%	-1%
> COc1cccc2c1ncc1c(-c3ccc(C)cc3)nn(-c3ccc(F)cc3)c12
 : ·	-8%	·	9	·	·	2%	·	10%
> Cc1ccc(CCN2CC(C(=O)NCCN(C)C)CC2=O)cc1 (configuration not stated)
 : 2%	8%	-3%	-3	9%	-1	2%	3%	0%
> COC(=O)c1ccccc1NC(=S)N1CCN(c2ccccc2)CC1
 : -1%	1%	-6%	3	0%	12	-3%	-7%	0%
> Cc1ccc(N2CC(C(=O)Nc3ccccc3OC(F)F)CC2=O)cc1 (configuration not stated)
 : -1%	12%	2%	-9	-4%[9.24 µM]	0	0%	1%	12%
> c1ccc(SCc2nc3ccccc3[nH]2)nc1
 : -1%	-2%	-2%	-6	-2%	0	-11%	-3%	-15%
> CNC(=S)N(Cc1ccc(Cl)cc1)Cc1cccs1
 : -17%	7%	?	-23	-5%	·	4%	19%	?
> Cc1cc(Nc2cccc(C(=O)O)c2)n2ncnc2n1
 : 12%	12%	?	11	4%	14	-2%	0%	0%
> Cn1c(NC(=O)C2c3ccccc3Oc3ccccc32)cc(=O)n(C)c1=O
 : -30%	?	1%	-11	-21%	-27	24%	21%	0%
> O=C(N/C=N/O)C(c1ccccc1)c1ncc(C(F)(F)F)cc1Cl (configuration not stated)
 : -2%	5%	-2%	-7	-1%	4	-1%	1%	3%
> CC(NS(=O)(=O)c1ccccc1)C(=O)NC1CCCC1 (configuration not stated)
 : 2%	11%	0%	-8	-1%	27	-3%	-1%	?
> CN(c1ccc(C(=O)Nc2ccccc2C(=O)N2CCOCC2)cc1)S(C)(=O)=O
 : 13%	9%	1%	4	20%	-6	12%	0%	0%
> CN(C)c1cccc(C(=O)OCCNC(=O)c2cccc(S(=O)(=O)N3CCOCC3)c2)c1
 : -15%	-24%	10%	3	-4%	16	0%	2%	-9%
> O=C(CC(=O)NCc1ccccc1)NCc1ccccc1
 : 11%	-6%	-119%[inhibitor]	8	-16%	-8	-6%	-6%	-6%
> CC(C)(C)CN1C(=O)C(=O)NC[C@@H]1Cc1ccc(O)cc1
 : 12%	13%	-22%[9.22 µM]	-3	8%	30	-3%	1%	47%
> O=C1CCC(C(=O)N2CCCCO2)CN1CCc1ccccc1 (configuration not stated)
 : 11%	0%	-6%	2	14%	0	-10%	-3%	?
> CCCCn1nnnc1C(c1ccccc1OC(F)(F)F)N1CCN(C/C=C/c2ccccc2)CC1 (configuration not stated)
 : ?	-2%	·	-11	?	?	-12%	·	?
> O=S(=O)(c1ccc(F)cc1)c1nc(-c2ccco2)oc1Nc1ccc(F)cc1
 : 1%	-1%	-6%	9	1%	?	4%	?	0%
> CCOC(=O)N1CCN(CC(=O)c2ccc(O)c(C)c2O)CC1
 : 0%	0%	-11%	4	1%	5	-16%	-7%	5%
> COc1c(Cl)cccc1-c1cn2ccccc2n1
 : ?	-26%	-40%[inhibitor]	3	?	15	4%	-4%	12µM*
> O=C(Cn1nc(C(=O)O)c2ccccc2c1=O)Nc1ccc(Cl)c(S(=O)(=O)N2CCOCC2)c1
 : -13%	1%	6%	-5	-1%	-2	21%	-1%	-7%
> COc1ccc(CC(=O)N/N=C/c2ccc(C)s2)cc1
 : -8%	-1%	8%	-20	-1%	-6	4%	?	-19%
> CCOC(=O)c1ccc(NC(=O)CC2C(=O)N(c3cccc(C)c3)C(=O)N2CCOC)cc1 (configuration not stated)
 : ·	2%	·	-8	·	·	7%	·	0%
> Cc1cc(N)n(-c2ccc(S(=O)(=O)N3CCCC3)cc2[N+](=O)[O-])n1
 : 3%	11%	?	1	-1%	1	1%	-2%	11%
> COc1ccc(C2Sc3nncn3N2Cc2ccc(C#N)cc2)cc1 (configuration not stated)
 : -9%	-11%	?	-3	-12%	-19	9%	12%	13%
> CNC(=O)C[C@H]1C(=O)N(c2ccccc2)C[C@@H]1C
 : 9%	?	·	2	-2%	2	9%	·	1%
> COc1ccc(-n2nc3c(c2NC(=O)c2ccccc2S(=O)(=O)C(F)F)CS(=O)(=O)C3)cc1
 : 2%	4%	-10%	-1	7%	i	8%	-2%	10%
> CC(=O)Nc1c(O)nc(SCC(=O)Nc2nnc(CC(C)C)s2)[nH]c1=O
 : 1%	-15%	-6%	-3	-1%	0	80%	-3%	9%
> CCOC(=O)Cc1cc(=O)n2[nH]cc(-c3cccc(Br)c3)c2n1
 : ?	-8%	1%	-10	-29%	9	-18%	?	-46%
> CC(C)c1ccc(NC(=O)COC(=O)c2cc(=O)[nH]c3ccccc23)cc1
 : -6%	-2%	-23%	-8	-2%	2	1%	5%	?
> CCn1cc(/C=C(\NC(=O)c2ccccc2F)C(=O)N2CCOCC2)c2ccccc21
 : -10%	17%	-7%	0	-1%	14	-5%	4%	-11%
